Compound activity deposited in PubChem by The Scripps Research Institute Molecular Screening Center.
M4 ag: human M4 muscarinic receptor agonists, primary screen, CHO-K1 cells, Fluo-8 calcium fluorescence; Muscarinic acetylcholine receptor M4 (Homo sapiens), P08173; CHO-K1 hM4/Gqi5; vehicle 0%, full acetylcholine response 100%; activation, % at 3 µM; 360,000 tested, 0.14% active;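 active = activation above the run mean over all test wells plus 3 SD, cut at about 32% in these data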;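 also: peak over basal fluorescence ratio per well then scaled between controls; 0% = DMSO wells and 100% = acetylcholine at EC100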
Target sequence (P08173 whole entry, looked up): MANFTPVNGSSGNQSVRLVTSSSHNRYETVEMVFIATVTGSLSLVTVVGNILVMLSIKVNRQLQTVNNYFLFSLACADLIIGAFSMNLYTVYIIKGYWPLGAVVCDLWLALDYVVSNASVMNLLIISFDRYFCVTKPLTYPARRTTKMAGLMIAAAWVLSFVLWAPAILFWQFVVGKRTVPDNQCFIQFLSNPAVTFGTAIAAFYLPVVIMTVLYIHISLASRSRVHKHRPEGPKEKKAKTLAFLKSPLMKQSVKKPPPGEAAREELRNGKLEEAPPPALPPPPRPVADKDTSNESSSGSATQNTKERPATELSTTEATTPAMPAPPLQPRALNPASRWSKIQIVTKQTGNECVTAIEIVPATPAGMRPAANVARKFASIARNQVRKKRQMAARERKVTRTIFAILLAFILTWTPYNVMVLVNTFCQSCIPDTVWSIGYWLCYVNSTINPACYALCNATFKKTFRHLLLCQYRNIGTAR
M5 ag: human M5 muscarinic receptor agonists, primary screen, CHO-K1 cells, Fluo-8 calcium fluorescence; AID 624037, 2012; 360,000 tested, 0.19% active; Muscarinic acetylcholine receptor M5 (Homo sapiens), P08912; CHO-K1 hM5 cells; 0% DMSO wells, 100% maximal acetylcholine response; activation, % at 3 µM;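 active = activation above the run's mean over test compounds plus 3 SD, cut at about 23% in these data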;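 also: signal is peak over basal fluorescence ratio across the kinetic read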
CHRM4 antagonist: human M4 muscarinic receptor antagonists, primary screen, CHO cells, Fluo-8 calcium fluorescence. Muscarinic acetylcholine receptor M4 (Homo sapiens), P08173. CHO-hM4 cells, ACh EC80. inhibition, % at 3 µM. 360,000 tested, 0.73% active. AID 624125, 2012;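 active = inhibition above its plate's cutoff, the mean inhibition of sample wells plus 3 SD, cut at about 27% in these data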;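 also: 0% = acetylcholine EC80 with DMSO and 100% = DMSO without agonist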
M5 antag: human M5 muscarinic receptor antagonists, primary screen, CHO cells, Fluo-8 calcium fluorescence; Muscarinic acetylcholine receptor M5 (Homo sapiens), P08912; CHO-hM5 cells, ACh EC80; inhibition, % at 3 µM; 360,000 tested, 0.59% active; AID 624040, 2012;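 active = inhibition above a per-plate cutoff, the mean of that plate's test compounds plus 3 SD, cut at about 27% in these data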;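 also: 0% = acetylcholine EC80 with DMSO and 100% = DMSO without agonist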
M1 antag: human M1 muscarinic receptor antagonists, primary screen, CHO-K1 cells, Fluo-8 calcium fluorescence, 1536-well. CHO-K1 hM1, ACh EC80 antagonist. Muscarinic acetylcholine receptor M1 (Homo sapiens), P11229. inhibition, % at 3 µM. 360,000 tested, 1.3% active;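 active = percent inhibition above its own plate's cutoff, namely the mean of that plate's compound wells plus 3 SD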;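 also: peak over basal fluorescence ratio during 140 s after agonist addition; 0% = ACh EC80 plus DMSO and 100% = DMSO alone without agonist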
CHRM1 agonist: human M1 muscarinic receptor agonists, primary screen, Fluo-8 calcium fluorescence, CHO-K1 cells, HTS. 360,000 tested, 0.33% active. Muscarinic acetylcholine receptor M1 (Homo sapiens), P11229. CHO-K1 hM1, agonist mode; 0% DMSO, 100% acetylcholine EC100. activation, % at 3 µM;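 active = activation above the run's mean compound activation plus 3 SD, cut at about 16% in these data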;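 also: peak over basal fluorescence ratio within a 140 s kinetic read after compound addition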
TAAR1 ag: human TAAR1 agonists, primary screen, Fluo-8 calcium fluorescence, CHO RD-HGA16 cells | Trace amine-associated receptor 1 (Homo sapiens), Q96RJ0 | vehicle wells 0%, saturating PEA agonist 100% | activation, % at 3 µM | 360,000 tested, 0.99% active;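 active = activation above the mean activation of all test compounds in the run plus 3 SD, cut at about 38% in these data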
Target sequence (Q96RJ0 whole entry, looked up): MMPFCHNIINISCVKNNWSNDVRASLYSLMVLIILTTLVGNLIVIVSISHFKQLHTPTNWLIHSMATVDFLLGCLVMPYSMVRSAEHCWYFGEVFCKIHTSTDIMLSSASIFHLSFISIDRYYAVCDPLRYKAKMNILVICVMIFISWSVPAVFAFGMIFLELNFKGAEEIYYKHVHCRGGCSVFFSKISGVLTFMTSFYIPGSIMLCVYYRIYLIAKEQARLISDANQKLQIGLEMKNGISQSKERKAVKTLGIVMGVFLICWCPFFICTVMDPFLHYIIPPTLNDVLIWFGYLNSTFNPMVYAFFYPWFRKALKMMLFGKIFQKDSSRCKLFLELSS
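Assay system: CHO-derived RD-HGA16 cells with stable Gα16 and human TAAR1; timing: 17-24 h seeding, 75 min 37 °C dye, 30 min RT; read-out: % activation from peak over basal fluorescence ratio, DMSO-to-PEA scaled; measured by: kinetic Fluo-8 calcium fluorescence; benchmarks: low control DMSO, high control PEA (EC100); doses: 3 µM single concentration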
M5 PAM: human M5 muscarinic receptor positive allosteric modulators, primary screen, CHO-K1 cells, Fluo-8 calcium fluorescence. CHO-K1 hM5, ACh EC20 PAM; 0% = ACh EC20, 100% = ACh EC100. activation, % at 3 µM. 360,000 tested, 0.3% active. AID 624038, 2012;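 active = activation above the run cutoff, the mean activation of all test compounds plus 3 SD, cut at about 18% in these data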
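System: CHO-K1 hM5 cells. Reagent: acetylcholine, EC20 level. Compound dosing: single dose, 3 µM nominal final test concentration. Timing: Post-acetylcholine fluorescence recording 140 s. Detection: Fluo-8 calcium fluorescence. Read-out: % activation, ACh-normalized. Benchmarks: ACh EC20 and EC100 wells. Repeats: singlicate, one well per test compound.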
M1 PAM: human M1 muscarinic receptor positive allosteric modulators, primary screen, CHO-K1 cells, Fluo-8 calcium fluorescence, 1536-well; activation, % at 3 µM; 360,000 tested, 0.088% active; Muscarinic acetylcholine receptor M1 (Homo sapiens), P11229; CHO-K1 hM1, ACh EC20; 0% = ACh EC20, 100% = maximal ACh; in the data active = activation above about 19%, passing the limit was not always enough
The depositor's hits bear a star. This is a subset; the hit share may differ from the screen's.

How did CCOC(=O)Cc1csc(NC(=O)CCCCCN2C(=O)c3ccccc3C2=O)n1 do in these assays?
M4 ag: 6; M5 ag: 3; CHRM4 antagonist: -3; M5 antag: 11; M1 antag: 6; CHRM1 agonist: -5; TAAR1 ag: -3; M5 PAM: -10; M1 PAM: -3

What do the screens show for `O=C(CSCSCC(=O)NCC1CCCO1)NCC1CCCO1` (centres undefined)?
M4 ag: 1; M5 ag: 2; CHRM4 antagonist: -5; M5 antag: -3; M1 antag: -11; CHRM1 agonist: -4; TAAR1 ag: 1; M5 PAM: 9; M1 PAM: 9

How did Cc1ccc(C(=O)OC2=CC(=O)CC(C)(C)C2)cc1 do in these assays?
M4 ag: 1; M5 ag: -2; CHRM4 antagonist: 0; M5 antag: -1; M1 antag: -16; CHRM1 agonist: -2; TAAR1 ag: 2; M5 PAM: 0; M1 PAM: 3

What do the screens show for `Cc1ccc([N+](=O)[O-])cc1NC1CC(O)C(CO)O1` (centres undefined)?
M4 ag: -1; M5 ag: -1; CHRM4 antagonist: 0; M5 antag: -1; M1 antag: 1; CHRM1 agonist: -4; TAAR1 ag: 0; M5 PAM: 0; M1 PAM: 2

Results for CC(=O)Nc1ccc(-c2ccnc3c2CC(C)(C(=O)NC(C)C)O3)cc1 (centres undefined) ?
M4 ag: 1; M5 ag: 1; CHRM4 antagonist: -1; M5 antag: 9; M1 antag: -3; CHRM1 agonist: 0; TAAR1 ag: 1; M5 PAM: -3; M1 PAM: -1

Results for CC(C)(C)NC(=O)c1ccc(COc2ccccc2Br)o1 ?
M4 ag: 0; M5 ag: -2; CHRM4 antagonist: -6; M5 antag: -4; M1 antag: 0; CHRM1 agonist: -2; TAAR1 ag: 3; M5 PAM: -3; M1 PAM: 2

Results for CCOC(=O)c1c(NC(=O)C(C)OC(=O)C2=COCCO2)sc2c1CCCC2 (centres undefined) ?
M4 ag: -1; M5 ag: -3; CHRM4 antagonist: -27; M5 antag: 5; M1 antag: -9; CHRM1 agonist: -2; M5 PAM: -12; M1 PAM: 4

How did O=C(CSc1nnc(-c2c[nH]c3ccccc23)o1)c1ccc(-c2ccccc2)cc1 do in these assays?
M4 ag: 0; M5 ag: 0; CHRM4 antagonist: 12; M5 antag: 3; M1 antag: -8; CHRM1 agonist: 2; TAAR1 ag: 2; M5 PAM: -5; M1 PAM: 4

Results for CC1CN(C(=O)COC(=O)c2ccc3ccccc3c2)CC(C)O1 (centres undefined) ?
M4 ag: 1; M5 ag: 0; CHRM4 antagonist: 1; M5 antag: 1; M1 antag: -8; CHRM1 agonist: -1; TAAR1 ag: 0; M5 PAM: -3; M1 PAM: 6

How did O=C(O)c1ccccc1C(=O)OCc1c(-c2ccccc2)ncc2ccccc12 do in these assays?
M4 ag: -1; M5 ag: -1; CHRM4 antagonist: -3; M5 antag: -1; M1 antag: 6; CHRM1 agonist: 4; TAAR1 ag: 2; M5 PAM: 11; M1 PAM: 10

How did CCc1cc(=O)oc2cc3occ(C)c3cc12 do in these assays?
M4 ag: 0; M5 ag: -1; CHRM4 antagonist: -4; M5 antag: 11; M1 antag: 7; CHRM1 agonist: -7; TAAR1 ag: 1; M5 PAM: -4; M1 PAM: 1

How did COc1cc2c(C(=O)O)c(C)n(-c3ccccc3)c2c2ccccc12 do in these assays?
M4 ag: 0; M5 ag: 2; CHRM4 antagonist: -5; M5 antag: 8; M1 antag: -4; CHRM1 agonist: 2; TAAR1 ag: 4; M5 PAM: 5; M1 PAM: 7

What do the screens show for `O=C(CCC(=O)Nc1ccc(F)cc1)N/N=C/c1ccc(F)cc1`?
M4 ag: 2; M5 ag: 0; CHRM4 antagonist: 9; M5 antag: 13; M1 antag: -4; CHRM1 agonist: -4; TAAR1 ag: 25; M5 PAM: -5; M1 PAM: 3

Results for CCOC(=O)C1(CCCc2ccccc2)CCN(CC(O)CO)CC1 (centres undefined) ?
M4 ag: 2; M5 ag: -4; CHRM4 antagonist: -3; M5 antag: -1; M1 antag: -16; CHRM1 agonist: -10; TAAR1 ag: 7; M5 PAM: 3; M1 PAM: 15

How did O=C1c2ccccc2C(=O)C1c1ccc(Br)cc1 do in these assays?
M4 ag: 1; M5 ag: 0; CHRM4 antagonist: 6; M5 antag: -3; M1 antag: -7; CHRM1 agonist: -7; TAAR1 ag: 7; M5 PAM: 1; M1 PAM: 7

How did CN(C)c1ccc(NC(=O)c2cccc([N+](=O)[O-])c2)c2ccccc12 do in these assays?
M4 ag: 0; M5 ag: 0; CHRM4 antagonist: -11; M5 antag: -5; M1 antag: -6; CHRM1 agonist: -1; TAAR1 ag: 2; M5 PAM: -2; M1 PAM: 1

How did COCCCNC(=S)NNC(=O)c1ccc2c(c1)OCO2 do in these assays?
M4 ag: 0; M5 ag: 0; CHRM4 antagonist: -1; M5 antag: -2; M1 antag: -18; CHRM1 agonist: -3; TAAR1 ag: 2; M5 PAM: -6; M1 PAM: 13

What do the screens show for `CCCCCCn1c(=O)n2n(c1=O)[C@@H]1CN(S(=O)(=O)c3ccc(C)cc3)C[C@]1(O)[C@@H](OC(=O)NCC1CCCCC1)C2`?
M4 ag: 2; M5 ag: -1; CHRM4 antagonist: -2; M5 antag: 0; M1 antag: -7; CHRM1 agonist: -6; TAAR1 ag: 0; M5 PAM: -3; M1 PAM: 1

How did Cn1nnnc1SCc1csc(Nc2ccccc2)n1 do in these assays?
M4 ag: 2; M5 ag: -2; CHRM4 antagonist: 3; M5 antag: 0; M1 antag: -5; CHRM1 agonist: -5; TAAR1 ag: -3; M5 PAM: -3; M1 PAM: 8

Results for Cc1ccc(S(=O)(=O)N2[C@H](CC(=O)c3cccc4ccccc34)OC[C@@H]2C(C)C)cc1 ?
M4 ag: 1; M5 ag: 1; CHRM4 antagonist: -11; M5 antag: 3; TAAR1 ag: -1; M5 PAM: -1

Structural class, those above containing four or more nitrogen atoms (two)
What do the screens show for `CCCCCCn1c(=O)n2n(c1=O)[C@@H]1CN(S(=O)(=O)c3ccc(C)cc3)C[C@]1(O)[C@@H](OC(=O)NCC1CCCCC1)C2`?
M4 ag: 2; M5 ag: -1; CHRM4 antagonist: -2; M5 antag: 0; M1 antag: -7; CHRM1 agonist: -6; TAAR1 ag: 0; M5 PAM: -3; M1 PAM: 1

How did Cn1nnnc1SCc1csc(Nc2ccccc2)n1 do in these assays?
M4 ag: 2; M5 ag: -2; CHRM4 antagonist: 3; M5 antag: 0; M1 antag: -5; CHRM1 agonist: -5; TAAR1 ag: -3; M5 PAM: -3; M1 PAM: 8

Other results
What do the screens show for `O=C(CNC(=O)c1ccccc1)OC1CCCCC1`?
M4 ag: 1; M5 ag: 2; CHRM4 antagonist: 1; M5 antag: -7; M1 antag: -11; CHRM1 agonist: -5; TAAR1 ag: 9; M5 PAM: 5; M1 PAM: 11

What do the screens show for `CC(=O)N(C)c1ccc(C=C2C=Cc3ccccc32)cc1`?
M4 ag: 12; M5 ag: 1; CHRM4 antagonist: 3; M5 antag: 9; M1 antag: 14; CHRM1 agonist: 0; TAAR1 ag: 4; M5 PAM: -21; M1 PAM: -13

Results for CC(=O)c1cccc(NC(=O)CSc2nnnn2C2CCCC2)c1 ?
M4 ag: 4; M5 ag: 3; CHRM4 antagonist: 4; M5 antag: 8; M1 antag: -1; CHRM1 agonist: -5; TAAR1 ag: -2; M5 PAM: 0; M1 PAM: 1

What do the screens show for `CC(NS(=O)(=O)c1ccc(CCC(=O)NCC2CCCO2)cc1)c1ccccc1` (centres undefined)?
M4 ag: 1; M5 ag: 1; CHRM4 antagonist: 4; M5 antag: 3; M1 antag: -28; CHRM1 agonist: 0; TAAR1 ag: 4; M5 PAM: -2; M1 PAM: -6

What do the screens show for `COc1ccc(/C=N/NC(=O)c2cccc(COCC(F)(F)C(F)F)c2)cc1`?
M4 ag: 7; M5 ag: -4; CHRM4 antagonist: -17; M5 antag: 6; M1 antag: -6; CHRM1 agonist: -4; TAAR1 ag: 2; M5 PAM: -12; M1 PAM: 4

What do the screens show for `O=C(NC1CCCC1)C(c1ccco1)N(C(=O)c1csnn1)c1ccccc1` (centres undefined)?
M4 ag: 0; M5 ag: -2; CHRM4 antagonist: 8; M5 antag: 10; M1 antag: -5; CHRM1 agonist: -5; TAAR1 ag: 3; M5 PAM: -2; M1 PAM: 11

Results for O=C(Oc1ccc(Cl)c2cccnc12)N1CCCCCC1 ?
M4 ag: -1; M5 ag: -2; CHRM4 antagonist: 4; M5 antag: 0; M1 antag: -3; CHRM1 agonist: -4; TAAR1 ag: 10; M5 PAM: -2; M1 PAM: 3

Results for O=C(Nc1ccccc1N1CCN(c2ccc(F)cc2)CC1)C12CC3CC(CC(C3)C1)C2 ?
M4 ag: -1; M5 ag: -4; CHRM4 antagonist: 0; M5 antag: 1; M1 antag: -13; CHRM1 agonist: 0; TAAR1 ag: 0; M5 PAM: 20*; M1 PAM: 12

What do the screens show for `CCOc1ccc(NS(=O)(=O)c2ccc(C(=O)NCC(c3cccs3)N3CCOCC3)cc2)cc1` (centres undefined)?
M4 ag: 39*; M5 ag: 50*; CHRM4 antagonist: 8; M5 antag: 5; M1 antag: 18; CHRM1 agonist: 29*; TAAR1 ag: 126*; M5 PAM: -6; M1 PAM: -3

How did C=CCSc1cc(C)nc2c(-c3ccc(Cl)cc3)c(C)nn12 do in these assays?
M4 ag: 0; M5 ag: -3; CHRM4 antagonist: -2; M5 antag: 5; M1 antag: -4; CHRM1 agonist: -6; TAAR1 ag: 26; M5 PAM: -3; M1 PAM: -2

Results for CCOc1ccc(CC(=O)NNC(=O)NC2CCCCC2)cc1 ?
M4 ag: 2; M5 ag: -1; CHRM4 antagonist: -7; M5 antag: 5; M1 antag: -18; CHRM1 agonist: -5; TAAR1 ag: 3; M5 PAM: 9; M1 PAM: 10

How did CCCC(=O)Nc1cc2c3c(c1)CC(=O)N3CCC2 do in these assays?
M4 ag: 1; M5 ag: -3; CHRM4 antagonist: 5; M5 antag: -1; M1 antag: 8; CHRM1 agonist: -2; TAAR1 ag: 1; M5 PAM: 2; M1 PAM: 1
